Screening data from PubChem.
FBW7 act: activators of human E3 ligase FBW7; AlphaScreen FBW7–phospho-cyclin E peptide binding, activator screen; AID 1259310; actives 0.13% (n = 650,000); normalized activity (activation), % at 26.1 µM; Q969H0; in the data active means normalized activity above about 1.9%;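 further: purified mutant Fbw7 with reduced substrate affinity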
Target sequence (Q969H0 whole entry, looked up): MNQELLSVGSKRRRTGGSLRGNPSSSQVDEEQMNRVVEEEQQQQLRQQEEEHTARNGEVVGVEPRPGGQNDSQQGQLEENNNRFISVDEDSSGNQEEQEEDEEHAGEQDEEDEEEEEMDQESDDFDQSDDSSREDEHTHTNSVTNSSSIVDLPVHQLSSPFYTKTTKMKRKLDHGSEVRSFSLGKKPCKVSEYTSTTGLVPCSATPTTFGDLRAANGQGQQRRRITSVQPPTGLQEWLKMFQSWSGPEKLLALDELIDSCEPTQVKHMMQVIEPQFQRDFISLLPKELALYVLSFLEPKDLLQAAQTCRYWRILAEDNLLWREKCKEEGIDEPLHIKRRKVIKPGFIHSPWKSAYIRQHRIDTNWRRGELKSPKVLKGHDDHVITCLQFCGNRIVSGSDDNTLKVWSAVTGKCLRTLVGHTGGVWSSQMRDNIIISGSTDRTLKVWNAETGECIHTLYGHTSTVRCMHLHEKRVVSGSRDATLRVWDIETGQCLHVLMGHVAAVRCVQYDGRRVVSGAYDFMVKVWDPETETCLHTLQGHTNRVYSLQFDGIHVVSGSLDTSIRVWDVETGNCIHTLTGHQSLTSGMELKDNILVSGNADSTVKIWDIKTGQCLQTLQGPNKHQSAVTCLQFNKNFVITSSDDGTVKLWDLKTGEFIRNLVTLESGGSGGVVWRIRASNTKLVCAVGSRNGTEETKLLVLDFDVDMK
GPR151 activ: activates the human receptor GPR151; PathHunter beta-arrestin GPR151 cells, luminescence; activation, % at 11.2 µM; actives 1% (n = 650,000); AID 1508602; in the data active means activation above about 4.9%;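 further: 0% = median of compound wells and 100% = cells with positive control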
Target sequence (Q8TDV0 whole entry, looked up): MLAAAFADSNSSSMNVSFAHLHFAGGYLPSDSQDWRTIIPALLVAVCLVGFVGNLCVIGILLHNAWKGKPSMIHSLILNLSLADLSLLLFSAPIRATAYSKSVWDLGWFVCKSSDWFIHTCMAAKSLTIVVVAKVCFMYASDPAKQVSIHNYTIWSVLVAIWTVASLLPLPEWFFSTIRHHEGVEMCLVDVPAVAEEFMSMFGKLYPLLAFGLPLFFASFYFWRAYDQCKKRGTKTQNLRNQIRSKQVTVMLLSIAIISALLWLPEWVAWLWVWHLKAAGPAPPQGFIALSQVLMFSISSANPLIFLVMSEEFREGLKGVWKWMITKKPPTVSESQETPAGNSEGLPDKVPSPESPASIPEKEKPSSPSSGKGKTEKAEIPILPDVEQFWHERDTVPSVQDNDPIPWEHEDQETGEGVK
MITF inh: inhibitors of human MITF. O75030. AlphaScreen MITF homodimerization, bead proximity signal. inhibition, % at 2.6 µM. actives 0.91% (n = 650,000). AID 1259374; in the data active means inhibition above about 50%;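 further: 0% = vehicle wells with protein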
TEAD-YAP inh: TEAD-YAP interaction inhibition; HEK-TIYL cells, TEAD-Gal4/YAP UAS-luciferase luminescence; inhibition, % at 9.12 µM; actives 1.4% (n = 640,000); AID 1259422; in the data active means inhibition above about 32%;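 further: 0% = median of test compound wells and 100% = reference inhibitor wells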
* marks the source's active call; other numbers are inactive results; & = joins results of further samples.

Each structure is followed by: FBW7 act | GPR151 activ | MITF inh | TEAD-YAP inh
1	O=C(O)CN1C(=O)C(=O)c2cc([N+](=O)[O-])ccc21
→ 1.5 | -1.6 | 10 | 6
2	Cc1ccc(S(=O)(=O)CCc2nc3ccccc3n2CCC#N)cc1
→ 0.6 | -0.6 | 11 | -6
3	Cc1ccc(-c2nnc(Nc3ccc(OCC(N)=O)cc3)c3ccccc23)cc1S(=O)(=O)NC(C)(C)C
→ -0.1 | -2.2 | 4 | -16
4	O=C(C(Cl)Cl)N1CCC(c2ccccc2)C1 (configuration not stated)
→ -0.3 | 2.4 | 8 | 18
5	CCC(C)(C)NC(=O)CN(C(=O)c1snc(C(N)=O)c1N)c1ccc2c(c1)OCO2
→ 0.0 | -1.0 | -9 | -1
6	COc1cc(OC)cc(C(=O)N2CCN=C2SCc2ccccc2)c1
→ 0.0 | 0.6 | 4 | -3
7	CCN(CC)CCn1c(SCC#N)nc2cc(C(=O)OC)ccc2c1=O
→ 0.0 | -1.2 | -13 | -1
8	c1nc(Oc2ccc3c4c2CCCN4CCC3)c2c3c(sc2n1)CCCC3
→ 0.0 | 0.1 | -8 | -1
9	COC(=O)c1sc2nc3cc4c(cc3cc2c1N)CCC4
→ 0.2 | -0.1 | 12 | -71
10	Cc1ccc(-c2c3c(=O)n(C)c(=O)n(C)c3c3cnc4ccccc4n23)cc1
→ 0.1 | -1.0 | 9 | -9
11	COC(=O)c1c(OCCc2ccsc2)cc(=O)n2c1CCN(Cc1cccnc1)CC2
→ 0.1 | -0.4 | -8 | -11
12	CCOC(=O)c1ccc(N2C(=O)CC(N(CC)CC)C2=O)cc1 (configuration not stated)
→ -0.2 | 0.3 | 1 | -1
13	Cc1cc(C)c(S(=O)(=O)N2CCc3ccccc3C2)cc1[N+](=O)[O-]
→ 0.2 | -0.6 | 2 | 4
14	C=CCN(CC=C)Cc1c(C)[nH]c2c(C)cc(C)cc2c1=O
→ 0.3 | -0.5 | -2 | 0
15	CCOC(=O)C(=O)N1c2ccc(OC)cc2-c2c(ssc2=S)C1(C)C
→ -0.4 | -1.2 | 28 | -9
16	CCc1ccccc1Nc1nc(-c2c(C)nc3sccn23)cs1
→ -0.1 | -1.6 | 13 | -4
17	O=C(CCN1CCN(c2ccccc2)CC1)Nc1nccs1
→ -0.2 | -1.4 | -3 | 1
18	N#CC1=C2C=CC=CN2/C(=C\c2cn(-c3ccccc3)nc2-c2cccs2)C1=O
→ -0.1 | 1.9 | -1 | -2
19	O=C1NC(=S)N/C1=C/c1ccccc1F
→ 0.0 | -0.3 | -7 | -9
20	COC(=O)CN1C(=O)COc2cc(S(=O)(=O)N3CCCC3)ccc21
→ 0.1 | 0.5 | 2 | 0
21	Cc1ccccc1CC(=O)N1CCCC(CCC(=O)N2CCN(c3ccccn3)CC2)C1 (configuration not stated)
→ 0.3 | 0.3 | 14 | 0
22	Cc1c(C)n2c3c(=O)n(Cc4ccccc4F)c(=O)n(C)c3nc2n1CCN(C)C
→ 0.0 | 0.4 | 13 | 4
23	C/C(=N\NC(=O)c1ccc(C)c(C)c1)c1ccc(O)cc1O
→ 0.1 | -1.3 | -30 | -12
24	CCCCC[C@H](O)/C=C/[C@@H]1[C@@H](C/C=C\CCCC(=O)O)[C@@H](O)C[C@H]1O
→ -0.1&-0.1 | 1.4&-0.2&2.7&1.0 | -8&-19&-6&-7 | -30&2
25	COCc1cc(=O)[nH]c(Nc2nc(C)c3ccc(C)cc3n2)n1
→ -0.1 | 0.6 | -5 | 3
26	Cc1ccc2nc(C)cc(N/N=C/c3cccnc3)c2c1
→ -0.2 | 0.0 | 15 | 6
27	COc1cccc(CNC(=O)c2cnc(N3CCCC3)nc2)c1
→ 0.0 | 0.5 | -4 | 1
28	COc1ccc(-c2ccc(C(=O)NCCC3CCCN3C)c(N3CCSCC3)n2)cc1 (configuration not stated)
→ 0.0 | 0.9 | 5 | -3
29	COc1cc2nc(C)[nH]c2cc1OC
→ -0.2 | -0.9 | 2 | -1
30	O=C(N/N=C\c1ccccc1[N+](=O)[O-])c1[nH]nc2c1CCc1ccccc1-2
→ 0.0 | 1.7 | 2 | -23
31	CCS(=O)(=O)N1CCN(c2c(Cl)cccc2[N+](=O)[O-])CC1
→ -0.1 | 2.2 | -4 | -5
32	Cc1cccc(C)c1NC(=O)c1cc(-c2ccc(Br)cc2)nc2ccccc12
→ -0.1 | 0.0 | -5 | -2
33	Cc1cc(C(=O)NN)c2ccccc2n1
→ -0.1 | -0.2 | -2 | 44*
34	COC(=O)C1=C(C)N(CCc2ccc(OC)c(OC)c2)C(=O)/C1=C\c1cccc(OC)c1OC
→ -0.1 | -1.1 | -22 | -6
35	COc1ccc(NC(=O)N2CCC3(CC2)OCc2cc(SC)cc(C)c2O3)cc1
→ 0.1 | -1.4 | 16 | 2
36	Nc1ccc[n+](CC(=O)c2ccccc2)c1
→ 1.0 | -1.5 | 16 | 10
37	CC1CCc2c(sc(Nc3nc4ccc(F)cc4s3)c2C(N)=O)C1 (configuration not stated)
→ -0.2 | 0.8 | -18 | -3
38	Cc1nc2ccccc2c2oc(C(=O)NCCN3CCOCC3)cc12
→ 0.1 | 0.2 | -2 | 0
39	COC(=O)c1cc(NC(=O)c2cc(-c3ccc(C)o3)nc3ccccc23)cc(C(=O)OC)c1
→ -0.1 | 3.5 | 9 | 1
40	O=S(=O)(NCc1ccco1)N1CCCCCC1
→ 0.2 | -1.2 | 11 | 5

6 compounds drawn at random from the list so far, as already listed:
Each structure is followed by: FBW7 act | GPR151 activ | MITF inh | TEAD-YAP inh
36	Nc1ccc[n+](CC(=O)c2ccccc2)c1
→ 1.0 | -1.5 | 16 | 10
32	Cc1cccc(C)c1NC(=O)c1cc(-c2ccc(Br)cc2)nc2ccccc12
→ -0.1 | 0.0 | -5 | -2
37	CC1CCc2c(sc(Nc3nc4ccc(F)cc4s3)c2C(N)=O)C1 (configuration not stated)
→ -0.2 | 0.8 | -18 | -3
40	O=S(=O)(NCc1ccco1)N1CCCCCC1
→ 0.2 | -1.2 | 11 | 5
27	COc1cccc(CNC(=O)c2cnc(N3CCCC3)nc2)c1
→ 0.0 | 0.5 | -4 | 1
39	COC(=O)c1cc(NC(=O)c2cc(-c3ccc(C)o3)nc3ccccc23)cc(C(=O)OC)c1
→ -0.1 | 3.5 | 9 | 1

(list continues)
Each structure is followed by: FBW7 act | GPR151 activ | MITF inh | TEAD-YAP inh
41	COc1cccc(CNC(=O)C2c3ccccc3C(=O)N3CCc4ccccc4C23)c1 (configuration not stated)
→ -0.1 | 1.2 | 1 | -3
42	COCc1cc(CN[C@H]2C[C@H]3C(=O)N4CCC[C@H]4C(=O)N3C2)ccc1OC
→ 0.2 | 4.1 | 17 | -5
43	CN1C(=O)C2(OCC(COc3ccc(Cl)cc3)O2)c2ccccc21 (configuration not stated)
→ -0.1 | 2.2 | -5 | 2
44	O=C1COc2ccc(C(=O)COC(=O)CNC(=O)C3CCCCC3)cc2N1
→ -0.1 | -1.0 | -11 | 0
45	COC(=O)c1c(NC(=O)C2CC2)sc2c1CCN(C(=O)OC)C2
→ 0.0 | 0.5 | -7 | 9
46	CCCNC(=O)CSc1n[nH]c(=S)s1
→ 0.1 | -0.4 | -4 | 4
47	COc1ccc(NS(=O)(=O)c2cc3c(cc2Cl)NC(=O)CO3)c(OC)c1
→ 0.0 | -1.3 | -1 | 1
48	CCN(CC)CCCNCC(=O)Nc1ncc(C)s1
→ 0.2 | -1.4 | 9 | 6
49	O=C(CN1C(=O)C2C3C=CC(CC3)C2C1=O)Nc1cccc(F)c1 (configuration not stated)
→ 0.1 | -1.4 | 7 | 10
50	Cc1ccc(/C=C/C(=O)Nc2ncc(Cc3cccc(C(F)(F)F)c3)s2)cc1
→ -0.1 | -0.9 | 9 | 14
51	CCCC(=O)Nc1ccc(Cc2ccc(NC(=O)CCC)c(C(=O)O)c2)cc1C(=O)O
→ 0.0 | 1.0 | 2 | -10
52	COC(=O)c1ccc(NC(=O)CC2C(=O)N(CCc3ccccc3)C(=S)N2CCc2ccccc2)cc1 (configuration not stated)
→ -0.1 | -0.5 | 0 | 4
53	Cc1[nH]c2ccccc2c1C(c1ccccn1)N1CCCC1 (configuration not stated)
→ -0.1 | -0.2 | -1 | 1
54	O=C1NC(=O)/C(=C/c2ccc(O)cc2)N1
→ 0.0 | -0.6 | 16 | -3
55	COc1ccc(CNC(=O)CN2C(=O)COc3ccc(C)cc32)cc1
→ 0.2 | -0.3 | -5 | 5
56	CCOC(=O)c1nnn(-c2nonc2N)c1CNc1ccc(NC(C)=O)cc1
→ 0.1 | -0.2 | -2 | 7
57	C/C(=N\NC(=O)c1ccc2nc[nH]c2c1)c1ccc(Br)cc1
→ 0.9 | 0.1 | 17 | -8
58	Cc1cccc(N2CCN(CCNC(=O)c3cc4c(s3)CS(=O)(=O)C4)CC2)c1C
→ -0.1 | 2.8 | 11 | 25
59	Cc1ccc2nc(-c3ccc(N4C(=O)CC(N5CCCC(C)C5)C4=O)cc3)sc2c1 (configuration not stated)
→ 0.0 | 0.2 | 12 | -16
60	N#C/C(=C\c1cccc(Oc2ccccc2)c1)c1nc2ccccc2c(=O)[nH]1
→ 0.1 | -1.8 | 10 | 13
61	CCCCn1c(CCCNC(=O)c2ccc(F)cc2)nc2ccccc21
→ 1.1 | -1.9 | 4 | 4
62	CC1=NN(c2ccc(C)c(C)c2)C(=O)/C1=C/c1ccc(-c2ccc3c(c2)C(=O)NC3=O)o1
→ -0.1 | 0.9 | 0 | -11
63	CN(C)c1cccc(C(=O)OCC(=O)Nc2ccc3[nH]c(=O)[nH]c3c2)c1
→ 0.2 | -2.4 | 16 | -7
64	NC(=O)c1ccc(-c2cccc(C(=O)NCCO)c2)cc1
→ 0.4 | 2.0 | 10 | -3
65	COc1cc(OC)cc(-n2nc(C(=O)N3CCN(C)CC3)c3ccccc3c2=O)c1
→ 0.0 | 0.7 | 3 | -4
66	COc1cccc(NC(=O)Cc2ccc(F)cc2)c1
→ -0.1 | 0.7 | 7 | -14
67	Cc1cccc(-n2ccnc2SCC(=O)NC2CCCCC2)c1
→ 0.0 | 2.2 | 8 | 15
68	COCCNc1nc2c(c(=O)n(C)c(=O)n2C)n1CCOC
→ 0.5 | 0.0 | 20 | 2
69	COc1cc(NC(=O)c2cccc(-n3nc(Cl)c4cc(Nc5ccccc5F)ccc43)c2)cc(OC)c1OC
→ -0.1 | 0.1 | 2 | 1
70	COc1ccc(S(=O)(=O)CCC(=O)Nc2cccc(C(C)=O)c2)cc1
→ 0.3 | 2.7 | 22 | -13
71	Cc1cccc(NCc2cc(C(C)(C)C)c(O)c(C(C)(C)C)c2)c1
→ -0.1 | 2.4 | -8 | 6
72	COc1ccc(-c2nnc3ccc(N4CCCCC4)nn23)c(OC)c1
→ 0.2 | 0.6 | 15 | 16
73	CCCCC1CCC(C(=O)Nc2c3c(nn2-c2ccc([N+](=O)[O-])cc2)CSC3)CC1 (configuration not stated)
→ 0.5 | -0.9 | 0 | -1
74	C1=C(c2ccc3c(c2)CN(C2CCOCC2)CCO3)Cc2ccccc21
→ 0.0 | -0.6 | -11 | 11
75	CC(C)Nc1ncnc2c1c(-c1ccccc1)cn2-c1cccc(C(F)(F)F)c1
→ -0.1 | 0.5 | -3 | 1
76	O=C(CN1CCCCCC1)N/N=C/c1ccc(Cl)cc1Cl
→ -0.2 | 0.1 | 18 | -12
77	CCOC(=O)c1sc2nc(C)c(C)c(C)c2c1N
→ 0.0 | -0.1 | 5 | -19
78	Cc1cccc(N2CCN(S(=O)(=O)c3cc(Cl)sc3Cl)CC2C)c1 (configuration not stated)
→ -0.1 | 2.3 | 6 | -2
79	O=C1CC(c2ccc(Br)s2)c2ccc3ccccc3c2N1 (configuration not stated)
→ 0.3 | 0.8 | 6 | 6
80	O=S(=O)(c1ccc(-c2csc(=Nc3ccc(F)cc3)n2CCc2ccccc2)cc1)N1CCCC1
→ -0.1 | -0.6 | 13 | -10
81	COc1ccc(CCNC(=O)CN(C)S(=O)(=O)c2ccc(C)cc2)cc1
→ 0.2 | 0.1 | 15 | 3
82	Cc1ccccc1OCC(=O)Nc1nnc(S(=O)(=O)N2CCCC2)s1
→ 0.0 | 1.0 | 0 | 3
83	Cc1ccc(Cl)cc1Nc1nc(-c2sc(N)nc2C)cs1
→ -0.4 | 0.2 | -9 | -10
84	Cc1cc(C)cc(Oc2ncnc(N)c2[N+](=O)[O-])c1
→ 0.1 | 1.1 | 4 | 11
85	COc1ccc(N=Cc2c(O)n(-c3ccccc3OC)c(=O)[nH]c2=O)cc1
→ -0.1 | -0.5 | 2 | -3
86	CCOc1cc(C(=O)NC(CC)CC)cc(OCC)c1OCC
→ 0.7 | 0.5 | 15 | 0
87	COc1cc(C(=O)Nc2nnc(-c3ccccc3)o2)cc(OC)c1OC
→ -0.1 | 1.7 | 0 | -5
88	O=C(OCCN1CCOCC1)c1ccc(O)c(O)c1
→ -0.1 | 1.2 | 17 | 4
89	CC(=O)Nc1ccc(C(=O)OCC(=O)Nc2ccc(Cl)cn2)cc1
→ 0.0 | -0.1 | -4 | -3
90	Cn1c(CN2CCN(S(=O)(=O)c3cccnc3)CC2)nc2ccccc21
→ 0.1 | 0.1 | 5 | 2
91	Cc1nnc(SCC(=O)Nc2ccc(Cl)cc2Cl)[nH]c1=O
→ -0.3 | -0.5 | -5 | 11
92	CCCOc1ccccc1-c1nc(SCC(=O)OCC)n[nH]1
→ 0.1 | 0.0 | 15 | -6
93	Cc1nn(-c2ccccc2)c2sc(C(=O)N3CCCCC3)cc12
→ 0.2 | 1.9 | 2 | -23
94	COc1cc(OC)cc(C(=O)N2CCN(Cc3cccc(Br)c3)CC2)c1
→ -0.2 | -1.6 | 41 | 5
